IDE cell inh: inhibits human insulin-degrading enzyme in HEK cells; P14735; hit rate 0.41% among 320,000; inhibition, % at 5.59 µM; AID 434962; FAbetaB cleavage, fluorescence polarization;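 active means percent inhibition above the average of all tested compounds plus 3 SD, set per screening campaign, cut at about 16% in these data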;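 further: IDE supplied by intact live HEK cells; FP after avidin binding of uncleaved biotin substrate so inhibition keeps polarization high; 0% = DMSO wells and 100% = 60 µM reference IDE inhibitor Ii1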
pCIP destab: p/CIP protein destabilization. Q05BA5. F442A p/CIP-EGFP cells, EGFP fluorescence, 16 h. decrease of EGFP signal, % at 10 µM. hit rate 0.01% among 290,000. AID 1984;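 active means EGFP signal decrease of at least 30% at 10 µM or well 3 SD below plate mean, unless failing retest; inactive means the rest, including hits failing retest or dose response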; further: some compounds called inactive have numbers as strong as hits; many of its hits are not listed in these tables
GalR3 antagonist: blocks the human galanin receptor 3. HEK293 GalR3-CNG cAMP membrane potential fluorescence; galR3 body fused to GalR1 C-terminus. inhibition, % at 3 µM. hit rate 0.44% among 360,000;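 active means inhibition above the screen-wide average plus 3 SD, cut at about 13% in these data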;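 further: forskolin and galanin both at EC90 stimulate the cells; cAMP rise reported by CNG channel membrane potential dye signal; 0% = forskolin plus galanin with DMSO and 100% = forskolin alone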
Target sequence (O60755 1-299 limits assumed): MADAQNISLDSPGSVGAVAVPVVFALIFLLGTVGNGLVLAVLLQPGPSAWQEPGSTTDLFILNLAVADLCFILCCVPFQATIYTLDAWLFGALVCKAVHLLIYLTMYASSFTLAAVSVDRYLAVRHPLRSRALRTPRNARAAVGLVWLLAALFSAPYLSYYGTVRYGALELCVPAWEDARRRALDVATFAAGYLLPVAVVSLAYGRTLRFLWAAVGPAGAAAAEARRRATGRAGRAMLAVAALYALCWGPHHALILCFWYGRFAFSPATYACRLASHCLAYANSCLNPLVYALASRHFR
IMP-1 inhibitor: blocks Pseudomonas aeruginosa IMP-1 metallo-beta-lactamase; purified IMP-1, nitrocefin hydrolysis, epi-absorbance fluorescence; inhibition, % at 5.6 µM; hit rate 0.45% among 290,000;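 active means inhibition above the mean plus 3 SD of all compounds in the same screening run, cut at about 4.5% in these data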;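 further: 0% = IMP-1 with DMSO and 100% = DMSO wells lacking enzyme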
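assay system = purified recombinant IMP-1 metallo-beta-lactamase enzyme | schedule = 15 min preincubation plus 25 min reaction at 25 °C | signal = Epi-absorbance fluorescence, 480 nm excitation, 530 nm emission | read-out basis = percent inhibition from optical density relative to buffer-blank wells | controls = IMP-1 with DMSO as 0%, enzyme-free DMSO as 100%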
VIM-2 inh: inhibitors of Pseudomonas aeruginosa VIM-2 metallo-beta-lactamase. purified VIM-2, nitrocefin hydrolysis, epi-absorbance fluorescence. inhibition, % at 5.6 µM. hit rate 0.89% among 290,000;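 active means inhibition above the mean of all tested compounds plus 3 SD, cutoff set per screening run, cut at about 7.5% in these data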;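 further: red hydrolysis product quenches plate fluorescence so inhibitors raise well fluorescence; 0% = enzyme with DMSO and 100% = DMSO without enzyme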
SUMO HTRF inh: SUMOylation inhibition | P63279 | HTRF SUMOylation assay, SAE1/SAE2 + UBC9, in vitro | inhibition, % at 35 µM | hit rate 0.36% among 290,000; in the data active means inhibition above about 50%, passing the limit was not always enough; further: strong numbers were not always called active
Target sequence (P63279 whole entry, looked up): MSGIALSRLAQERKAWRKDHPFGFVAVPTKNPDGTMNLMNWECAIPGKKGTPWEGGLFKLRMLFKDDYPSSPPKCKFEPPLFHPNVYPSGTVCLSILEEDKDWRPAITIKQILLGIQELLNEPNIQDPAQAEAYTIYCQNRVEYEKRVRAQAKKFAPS
CRFBP-R2 block: blocks CRF-induced signaling of the CRF-BP/CRF-R2 complex. inhibition, % at 11.8 µM. hit rate 0.59% among 350,000. HEK293 CRF-R2/CRF-BP, CRF-induced calcium fluorescence;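 active means inhibition of the ligand-induced calcium signal above about 50% at the single tested concentration, limit read from the data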
IDE act: boosts human insulin-degrading enzyme activity in HEK cells | hit rate 0.073% among 340,000 | P14735 | FAbeta-B cleavage, fluorescence polarization; 0% vehicle, 100% cell-free pure enzyme wells | AID 493087 | activation, % at 5.96 µM;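 active means activation above the mean of all tested compounds plus 3 SD, set per screening campaign, cut at about 17% in these data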
HCV NS3 hel inh: HCV NS3 helicase inhibition; NS3 helicase DNA unwinding, Cy5 molecular beacon fluorescence; hit rate 0.56% among 290,000; AID 1800; inhibition, % at 10.9 µM;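 active means inhibition above the mean of all tested compounds plus 3 SD, set per campaign, cut at about 35% in these data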;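 further: 0% = DMSO wells and 100% = thioflavine S control wells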
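Compound dosing – single dose, 10.9 µM nominal final, DMSO 0.8% final · System – NS3 helicase fragment of HCV · Buffer or medium – MOPS pH 6.5, MgCl2, DTT, Tween20, BSA · Signal – Cy5 beacon fluorescence read at start and 1 h · Also added – annealed dual-labelled DNA beacon duplex, ATP-started · Schedule – 1 h at 25 °C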
An asterisk follows results filed as active; / = no result given.

1. COCCNC(=S)NC1CC2CCCC(C1)N2Cc1cccs1 (stereo unspecified)
2. Fc1ccc(-[n+]2nc(Nc3ccccc3)sc2-c2c3ccccc3cc3ccccc23)cc1
3. COC(=O)[C@@]12CCCN1[C@H](c1ccc(-c3ccc4c(c3)OCO4)c(OC)c1)[C@H]1C(=O)N(C)C(=O)[C@H]12
4. COc1ccccc1CN1C(=O)CCC1(C)C(=O)NC1CCCCCC1 (stereo unspecified)
5. C/C(=C\C(=O)C(F)(F)F)Nc1cc(C)cc(C)c1
6. O=C(O)CCn1c2c(c3ccccc31)CCCC2
7. O=C(NCC1CCCO1)c1ccc(CNS(=O)(=O)c2ccc(F)c(Cl)c2)cc1 (stereo unspecified)
8. COc1ccc(C(=O)NNC(=O)Cc2nc3nc(C)cc(C)n3n2)cc1
9. CC1CCCCC12NC(=O)N(CC(=O)NCCc1ccccc1)C2=O (stereo unspecified)
10. COc1ccc(Cl)cc1C(=O)NNC(=O)CCNS(=O)(=O)c1ccccc1
Compound,1,2,3,4,5,6,7,8,9,10
IDE cell inh,1,7,-1,-3,4,5,5,4,5,0
pCIP destab,-22,-11,/,3,6,-12,5,-20,/,/
GalR3 antagonist,-3,-7,-4,-4,-1,-2,-5,-7,-2,-4
IMP-1 inhibitor,-1.8,-3.2,/,-4.9,-3.1,-3.6,-2.0,-1.5,/,/
VIM-2 inh,0.2,-3.0,/,-4.8,-3.8,-3.5,-3.3,-7.4,/,/
SUMO HTRF inh,15,-8,/,2,2,20,-6,/,/,/
CRFBP-R2 block,-13,-11,-5,3,5,1,-8,-2,-6,-5
IDE act,0,3,1,3,5,2,0,1,3,5
HCV NS3 hel inh,0,-118,/,6,2,10,-3,4,/,/

Structural class, the compounds so far containing a halogen (4)
2. Fc1ccc(-[n+]2nc(Nc3ccccc3)sc2-c2c3ccccc3cc3ccccc23)cc1
5. C/C(=C\C(=O)C(F)(F)F)Nc1cc(C)cc(C)c1
7. O=C(NCC1CCCO1)c1ccc(CNS(=O)(=O)c2ccc(F)c(Cl)c2)cc1 (stereo unspecified)
10. COc1ccc(Cl)cc1C(=O)NNC(=O)CCNS(=O)(=O)c1ccccc1
Compound,2,5,7,10
IDE cell inh,7,4,5,0
pCIP destab,-11,6,5,/
GalR3 antagonist,-7,-1,-5,-4
IMP-1 inhibitor,-3.2,-3.1,-2.0,/
VIM-2 inh,-3.0,-3.8,-3.3,/
SUMO HTRF inh,-8,2,-6,/
CRFBP-R2 block,-11,5,-8,-5
IDE act,3,5,0,5
HCV NS3 hel inh,-118,2,-3,/

The list goes on:
11. COc1ccc(NC(=O)CSc2ccccn2)cc1OC
12. CCCN(Cc1nnc(-c2ccccc2Cl)o1)C(=O)c1cc([N+](=O)[O-])cc([N+](=O)[O-])c1
13. CC1CN(CC(O)COC2CCC(C(C)(C)C)CC2)CC(C)O1 (stereo unspecified)
14. Cc1ccc(CNC(=O)CCS(=O)(=O)c2cc3c(cc2Cl)NC(=O)CO3)o1
15. C/C(=N\NC(=O)C1CC1)c1ccc(OC(F)F)cc1
16. Cc1ccc(CNC(=O)CS(=O)Cc2nc(-c3ccccc3C)oc2C)cc1 (stereo unspecified)
17. COc1ccc(CCNC(=O)COc2ccc3c(c2)OCO3)cc1
18. CC(=O)Nc1ccc(SCCN2CC[C@@H](C(C)(C)C)CCC2=O)cc1
19. Cc1ccsc1/C=N/Nc1nc2ccccc2s1
20. C=CCNC(=S)N1CCOCC1
Compound,11,12,13,14,15,16,17,18,19,20
IDE cell inh,-1,1,-7,2,5,-5,-4,2,-1,-2
pCIP destab,-9,7,1,4,2,2,/,/,4,3
GalR3 antagonist,0,-6,-6,1,6,/,-5,-5,-2,1
IMP-1 inhibitor,-1.6,-1.9,-4.4,-2.8,-4.0,-1.6,/,/,-2.4,-4.7
VIM-2 inh,-2.8,-1.5,-4.7,-2.0,-3.3,2.4,/,/,-4.3,-1.0
SUMO HTRF inh,-5,1,-2,6,-2,7,/,/,16,20
CRFBP-R2 block,5,10,7,15,6,-15,12,2,-72,5
IDE act,5,6,2,3,5,-4,5,-3,3,6
HCV NS3 hel inh,-9,1,-1,-4,-3,-2,/,/,-9,-12

21. Cc1cccc(N2CCN(S(=O)(=O)c3cccs3)CC2)c1C
22. COc1ccc(-c2nc(CN3CCN(c4ncnc5ccccc45)CC3)c(C)o2)c(OC)c1
23. C=CCN=C1SCC(=O)N1S(=O)(=O)c1ccccc1
24. CC(C)(C)Nc1nc(Cl)nc(NCCN2CCOCC2)n1
25. Cc1nnc(SCc2nc3sc4c(c3c(=O)[nH]2)CCCC4)n(N)c1=O
26. COc1ccc(NC(=O)COC(=O)c2ccc(-n3cnnn3)cc2)cc1Cl
27. C[N+]1(CCNC(=O)/C=N/O)CCCCC1
28. COC(=O)CC(NC(=O)c1ccco1)c1ccc(C(C)C)cc1 (stereo unspecified)
29. COCCNC(=O)c1cc(-c2ccccn2)nc2ccc(S(=O)(=O)N3CCC(C)CC3)cc12
30. COc1cccc(N2CCN(CC(=O)c3c(C)[nH]c4ccccc34)CC2)c1
Compound,21,22,23,24,25,26,27,28,29,30
IDE cell inh,1,2,9,15,1,-6,5,4,-1,-5
pCIP destab,10,-21,-7,1,-1,/,2,4,-11,2
GalR3 antagonist,-7,-7,-2,1,-3,-5,-2,-6,-4,/
IMP-1 inhibitor,-3.3,-3.6,1.5,-1.1,-1.3,/,-1.6,0.0,-4.2,-3.6
VIM-2 inh,-2.1,0.1,-0.2,-1.6,2.6,/,-1.2,-0.9,-4.2,0.3
SUMO HTRF inh,1,9,16,25,2,/,-28,17,27,-7
CRFBP-R2 block,8,-31,5,2,-9,-3,10,9,-3,-18
IDE act,3,6,1,2,/,5,7,1,1,3
HCV NS3 hel inh,-4,-12,1,-1,8,/,-6,9,-8,-6

31. O=[N+]([O-])c1cc(S(=O)(=O)N2CCCC2)ccc1NN=C1CCCCC1
32. CCOc1ccccc1C(C(=O)NC1CCCCC1)N(C(=O)c1csnn1)C1CC1 (stereo unspecified)
33. COc1cc(-c2cc(-c3ccccc3)nc(SCC(=O)Nc3nccs3)c2C#N)cc(OC)c1OC
34. O=S(=O)(NCCc1ccccc1)c1cccs1
35. CCCCNC(=O)C(=O)c1ccccc1NC(C)=O
36. COc1cc(C2C(C(=O)c3ccc(C)o3)=C(O)C(=O)N2CCN2CCOCC2)ccc1OCCC(C)C (stereo unspecified)
37. COc1ccc(-c2cc(C(F)(F)F)nc(SCC(=O)NCc3cnn(C)c3C)n2)cc1OC
38. CCCCN(Cc1nc2ccccc2c(=O)[nH]1)C(=O)COc1ccc(F)cc1Cl
39. O=C(NCC1CCCCC1)c1ccc(Br)o1
40. CCCOP(=O)(OCCC)C1(Nc2ccc(C)cc2)CCCCC1
Compound,31,32,33,34,35,36,37,38,39,40
IDE cell inh,0,-2,-7,0,1,/,4,6,1,-5
pCIP destab,-7,-5,-8,-4,-10,-9,-25,/,-2,-10
GalR3 antagonist,2,-10,-1,-8,0,-2,9,-3,-1,0
IMP-1 inhibitor,-2.2,-1.4,-3.4,-2.0,-1.6,-2.2,-0.4,/,-3.0,0.1
VIM-2 inh,-3.4,-2.5,-6.2,-1.3,-2.5,-4.0,-2.5,/,-1.3,-0.4
SUMO HTRF inh,0,2,5,1,21,5,26,/,1,-4
CRFBP-R2 block,-2,8,6,6,-25,-3,22,-5,0,-3
IDE act,2,0,3,-2,4,0,2,4,4,4
HCV NS3 hel inh,-6,-7,1,4,10,23,8,/,0,-3

41. Cc1ccc(CN2CCSc3ccc(C(=O)NC4CCN(Cc5ccccc5)CC4)cc32)cc1
42. COC(=O)c1c(NC(=O)C2C3CCC(C3)C2C(=O)O)sc2c1CCCCC2 (stereo unspecified)
43. CCCCCCCC1CC(CSC(=N)N)OC1=O (stereo unspecified)
44. COC(=O)c1ccc(NC(=S)N2CCN(Cc3ccc(Cl)cc3)CC2)cc1
45. COc1ccc(N2CC(C(=O)Nc3ccc4c(c3)OCO4)CC2=O)cc1 (stereo unspecified)
46. COc1cccc(C(=O)Nc2nc3ccccc3s2)c1
47. OC(COc1ccccc1)CSc1ncn[nH]1 (stereo unspecified)
48. CN1/C(=C/c2cccc[n+]2C)Sc2ccccc21
49. Cc1nc2ccccc2nc1OCC(=O)Nc1ccc2ccccc2c1
50. Cc1cc(C)nc(Sc2c(F)c(F)c(C(F)(F)F)c(F)c2F)n1
Compound,41,42,43,44,45,46,47,48,49,50
IDE cell inh,-7,-1,2,-2,2,-4,-2,3,5,-1
pCIP destab,-9,4,-18,-12,-17,-1,-1,-36,1,-6
GalR3 antagonist,-1,-2,-2,-4,-3,-11,-2,-5,-2,0
IMP-1 inhibitor,-1.7,-3.4,-2.4,0.1,-0.7,-0.2,-1.5,-0.9,-2.1,1.7
VIM-2 inh,-0.5,-1.5,-3.2,-1.6,-2.9,-0.5,-0.6,1.5,-2.3,-3.8
SUMO HTRF inh,-6,8,6,-2,-2,8,56,-1,13,-1
CRFBP-R2 block,-43,-9,-23,-25,11,-32,14,-14,-3,-21
IDE act,4,2,3,7,0,-3,3,1,-5,4
HCV NS3 hel inh,-44,4,-15,-7,5,14,-32,10,6,2

51. O=C(COC(=O)c1ccccc1NC(=O)c1ccco1)Nc1ccc2c(c1)OC(F)(F)O2
52. C=C(C)Cn1c(N2CCC(Cc3ccccc3)CC2)nc2c1c(=O)[nH]c(=O)n2C
53. CCOc1ccc(-n2c(-c3ccc(Cl)cc3)c[n+]3c2SCC3)cc1
54. COc1ccccc1CNC(=O)CC1C(=O)NCCN1C1Cc2ccccc2C1 (stereo unspecified)
55. C/C(Cc1ccccc1)=N\NC(=O)CNC(=O)c1ccc(Br)cc1
56. CC1CCN(S(=O)(=O)c2ccc(NC(=O)C3CC(=O)N(c4ccccc4)C3)cc2)CC1 (stereo unspecified)
57. NC(=S)n1[nH]c(-c2ccc([N+](=O)[O-])cc2)c(N=Nc2cccc([N+](=O)[O-])c2)c1=O
58. COC(=O)c1ccccc1OCCCCN1CC(C)OC(C)C1 (stereo unspecified)
Compound,51,52,53,54,55,56,57,58
IDE cell inh,5,-1,2,3,3,2,/,-1
pCIP destab,-12,-4,-6,4,-7,-3,2,-8
GalR3 antagonist,-3,-5,1,0,-5,-3,-7,-6
IMP-1 inhibitor,-4.7,0.4,-2.9,-1.7,0.5,-0.6,-3.7,-2.5
VIM-2 inh,-0.7,-1.6,-1.4,-1.3,-1.0,-2.5,-4.6,-4.7
SUMO HTRF inh,25,3,4,/,-8,14,59*,-4
CRFBP-R2 block,-20,-44,3,1,7,-19,48,15
IDE act,1,-1,-1,5,3,1,5,4
HCV NS3 hel inh,2,-1,-12,-7,3,-43,21,3

Bioassay records as filed in PubChem.
